# IDH1 R132H inh: inhibitors of human IDH1 R132H; O75874; IDH1 R132H reductase, diaphorase/resazurin fluorescence, 60 min; inhibition, % at 10 µM; 70,000 compounds, 0.18% hits; in the data active = inhibition above about 34%;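 note: 0% = DMSO and 100% = no enzyme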
# EZH2 inh: EZH2 (human) methyltransferase inhibition; 57,000 compounds, 0.35% hits; PRC2 H3K27 methylation, DELFIA TRF, 1 h; AID 651548; Q15910; inhibition, % at 12.5 µM;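 active = mean inhibition of replicates at least 50% and every single replicate also reaching 50%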;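 note: dimethyl H3K27 on biotinylated H3 21-44 peptide detected by antibody; plate controls were median neutral control wells for no effect and median positive control wells for full effect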
# Target sequence (Q15910 whole entry, looked up): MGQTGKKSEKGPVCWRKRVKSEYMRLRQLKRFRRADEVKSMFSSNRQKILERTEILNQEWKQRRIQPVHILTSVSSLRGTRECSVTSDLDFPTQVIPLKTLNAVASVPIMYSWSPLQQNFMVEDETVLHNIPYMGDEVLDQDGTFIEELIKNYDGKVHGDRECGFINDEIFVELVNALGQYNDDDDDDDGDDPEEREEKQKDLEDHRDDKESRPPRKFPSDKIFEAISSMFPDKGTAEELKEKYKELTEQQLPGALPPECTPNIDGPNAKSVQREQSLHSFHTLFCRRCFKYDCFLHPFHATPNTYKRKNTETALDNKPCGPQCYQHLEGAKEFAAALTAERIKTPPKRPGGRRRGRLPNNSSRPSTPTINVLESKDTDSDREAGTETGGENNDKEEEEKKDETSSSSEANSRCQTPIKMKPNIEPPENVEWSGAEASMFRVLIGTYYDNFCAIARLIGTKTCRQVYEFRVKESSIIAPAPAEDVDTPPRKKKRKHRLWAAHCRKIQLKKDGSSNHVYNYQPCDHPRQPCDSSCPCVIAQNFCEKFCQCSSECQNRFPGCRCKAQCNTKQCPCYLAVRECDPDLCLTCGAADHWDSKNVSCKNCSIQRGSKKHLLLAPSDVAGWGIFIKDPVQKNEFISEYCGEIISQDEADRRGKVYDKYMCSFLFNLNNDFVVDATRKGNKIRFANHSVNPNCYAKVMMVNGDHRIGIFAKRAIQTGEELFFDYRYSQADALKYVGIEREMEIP
# * marks the source's active call; other numbers are inactive results; / = no result given.
# Start of the data: the first two entries as a preview:
SMILES,IDH1 R132H inh,EZH2 inh
COc1ccc(CN(C)C[C@@H]2OCCCC[C@@H](C)Oc3ccc(N(C)C)cc3C(=O)N([C@H](C)CO)C[C@@H]2C)cc1,-3.5,4
CCC(=O)N(C)C[C@H]1Oc2cc(C#C[C@H](C)O)ccc2S(=O)(=O)N([C@H](C)CO)C[C@H]1C,-0.4,/

# The listing (from the top)
SMILES,IDH1 R132H inh,EZH2 inh
COc1ccc(CN(C)C[C@@H]2OCCCC[C@@H](C)Oc3ccc(N(C)C)cc3C(=O)N([C@H](C)CO)C[C@@H]2C)cc1,-3.5,4
CCC(=O)N(C)C[C@H]1Oc2cc(C#C[C@H](C)O)ccc2S(=O)(=O)N([C@H](C)CO)C[C@H]1C,-0.4,/
CN(C)CC(=O)N[C@H]1CC[C@H](CCNS(=O)(=O)c2ccccc2)O[C@H]1CO,-0.4,12
CCCC(=O)Nc1ccc2c(c1)OC[C@H](C)N(Cc1nccs1)C[C@@H](C)[C@@H](OC)CN(C)C2=O,0.0,10
CC(C)NC(=O)N(C)C[C@@H]1Oc2c(NC(=O)CCCCCC(=O)Nc3ccccc3N)cccc2C(=O)N([C@@H](C)CO)C[C@@H]1C,0.0,12
COC(=O)c1ccccc1NC(=O)COc1ccc(C)c(C)c1,0.1,45
CO[C@@H]1CN(C)C(=O)c2ccc(NC(C)=O)cc2OC[C@@H](C)N(C(=O)C2CC2)C[C@H]1C,0.0,-2
COCC(=O)N[C@H]1CC[C@@H](CC(=O)N2CCCCC2)O[C@@H]1CO,0.4,-7
CNc1ncnc2c1ncn2[C@@H]1O[C@H](CO)[C@@H](O)[C@H]1O,-1.7,1
COc1ccc(S(=O)(=O)Nc2ccc3c(c2)C(=O)N([C@H](C)CO)C[C@H](C)[C@H](CN(C)CC2CCCCC2)OCCCC[C@H](C)O3)cc1,-0.6,/
CC(C)NC(=O)N(C)C[C@@H]1OCCCC[C@H](C)Oc2ccc(NS(C)(=O)=O)cc2C(=O)N([C@@H](C)CO)C[C@@H]1C,-0.3,/
COc1ccccc1C#Cc1cnc2c(c1)C(=O)N([C@H](C)CO)C[C@H](C)[C@H](CN(C)C(=O)CN(C)C)O2,0.5,/
CO[C@H]1CN(C)C(=O)c2ccc(NS(=O)(=O)c3cn(C)cn3)cc2OC[C@@H](C)N(C)C[C@H]1C,0.1,2
C[C@H]1CN([C@@H](C)CO)C(=O)c2ccccc2-c2ccccc2CO[C@H]1CN(C)C(=O)Nc1ccc2c(c1)OCO2,/,-1
O=C(Nc1ccc(NS(=O)(=O)c2cccc(C(=O)Nc3ccc(Br)cc3)c2)cc1)c1ccccc1,0.1,15
CC1(C)CC[C@]2(C(=O)O[C@@H]3O[C@H](CO)[C@@H](O)[C@H](O)[C@H]3O)CC[C@]3(C)C(=CCC4[C@@]5(C)CC[C@@H](O[C@@H]6O[C@H](C(=O)O)[C@@H](O[C@@H]7OC[C@@H](O)[C@H](O)[C@H]7O)[C@H](O[C@@H]7OC[C@](O)(CO)[C@H]7O)[C@H]6O)C(C)(C)C5CC[C@]43C)C2C1 (stereo partly specified),-0.1,/
C[C@@H]1CN([C@@H](C)CO)S(=O)(=O)c2ccc(C#Cc3ccncc3)cc2O[C@@H]1CN(C)C(=O)Nc1ccc2c(c1)OCO2,7.0,-7
O=C(NCC[C@@H]1CC[C@H](NS(=O)(=O)Cc2ccccc2)[C@@H](CO)O1)C1CC1,0.0,2
Cc1noc(C)c1S(=O)(=O)Nc1ccc2c(c1)C(=O)N([C@H](C)CO)C[C@@H](C)[C@@H](CN(C)C(=O)NC(C)C)O2,0.1,/
CSc1n[nH]c(=O)c2cc(C)nn12,-0.2,-11
C[C@H](CO)N1C[C@H](C)[C@@H](CN(C)C(=O)Nc2ccc3c(c2)OCO3)Oc2ccc(NC(=O)C3CC3)cc2C1=O,1.3,0
CC(C)NC(=O)Nc1cccc2c1O[C@H](CN(C)C(=O)Nc1ccccc1)[C@H](C)CN([C@H](C)CO)C2=O,/,28
Cc1noc(C)c1NC(=O)N[C@@H]1C=C[C@@H](CC(=O)N2CCN(C)CC2)O[C@H]1CO,0.5,-10
C[C@H]1CN([C@@H](C)CO)C(=O)c2cc(-c3cccc(F)c3)cnc2O[C@H]1CN(C)C(=O)Nc1cc(F)ccc1F,-12,-2
COc1ccccc1NC(=O)N(C)C[C@@H]1OCc2cnnn2CCCC(=O)N([C@H](C)CO)C[C@@H]1C,0.2,/

# An excerpt from above in order of molar mass, rising:
SMILES,IDH1 R132H inh,EZH2 inh
CSc1n[nH]c(=O)c2cc(C)nn12,-0.2,-11
CNc1ncnc2c1ncn2[C@@H]1O[C@H](CO)[C@@H](O)[C@H]1O,-1.7,1
COC(=O)c1ccccc1NC(=O)COc1ccc(C)c(C)c1,0.1,45
O=C(NCC[C@@H]1CC[C@H](NS(=O)(=O)Cc2ccccc2)[C@@H](CO)O1)C1CC1,0.0,2
CN(C)CC(=O)N[C@H]1CC[C@H](CCNS(=O)(=O)c2ccccc2)O[C@H]1CO,-0.4,12
CCC(=O)N(C)C[C@H]1Oc2cc(C#C[C@H](C)O)ccc2S(=O)(=O)N([C@H](C)CO)C[C@H]1C,-0.4,/
C[C@H]1CN([C@@H](C)CO)C(=O)c2cc(-c3cccc(F)c3)cnc2O[C@H]1CN(C)C(=O)Nc1cc(F)ccc1F,-12,-2
C[C@H]1CN([C@@H](C)CO)C(=O)c2ccccc2-c2ccccc2CO[C@H]1CN(C)C(=O)Nc1ccc2c(c1)OCO2,/,-1
CC(C)NC(=O)N(C)C[C@@H]1OCCCC[C@H](C)Oc2ccc(NS(C)(=O)=O)cc2C(=O)N([C@@H](C)CO)C[C@@H]1C,-0.3,/
C[C@@H]1CN([C@@H](C)CO)S(=O)(=O)c2ccc(C#Cc3ccncc3)cc2O[C@@H]1CN(C)C(=O)Nc1ccc2c(c1)OCO2,7.0,-7
CC(C)NC(=O)N(C)C[C@@H]1Oc2c(NC(=O)CCCCCC(=O)Nc3ccccc3N)cccc2C(=O)N([C@@H](C)CO)C[C@@H]1C,0.0,12

# Continued.
SMILES,IDH1 R132H inh,EZH2 inh
C[C@H]1CN([C@@H](C)CO)S(=O)(=O)c2ccc(C#CC3CC3)cc2O[C@H]1CN(C)C(=O)Nc1cc(F)ccc1F,0.1,-15
CCN(CC)CCCn1c(-c2ccc(Cl)cc2)cn2c3ccccc3nc12,-0.3,-4
C[C@@H]1CN([C@H](C)CO)C(=O)c2cccc(NC(=O)C3CCOCC3)c2O[C@H]1CN(C)S(=O)(=O)c1ccc(Cl)cc1,-0.7,-4
CCCNC(=O)N[C@H]1C=C[C@@H](CC(=O)NCCc2ccccc2)O[C@H]1CO,-0.2,-6
C[C@H](CO)N1C[C@H](C)[C@H](CN(C)S(=O)(=O)c2ccccc2)OCCCC[C@H](C)Oc2ccc(NS(=O)(=O)c3cccs3)cc2C1=O,3.5,/
CCn1c(SCC(=O)Nc2c(Cl)cc(Cl)cc2Cl)nnc1-c1ccccc1F,-0.5,1
C[C@H]1CN([C@@H](C)CO)C(=O)Cc2cc(NC(=O)Nc3ccc4c(c3)OCO4)ccc2O[C@@H]1CN(C)C(=O)Nc1ccc(C(F)(F)F)cc1,2.2,/
COc1ccc(CN(C)C[C@H]2Oc3c(NC(=O)NC4CCCCC4)cccc3C(=O)N([C@H](C)CO)C[C@@H]2C)cc1,/,-7
CCOC(=O)c1ccc(NC(=O)CN2C(=O)COc3ccc(Cl)cc32)cc1,-0.6,-6
O=C(C[C@H]1C[C@@H]2c3cc(NC(=O)C4CCC4)ccc3O[C@@H]2[C@H](CO)O1)NCc1ccccc1F,0.1,-4
C[C@H]1CN([C@@H](C)CO)C(=O)c2cc(NC(=O)Cn3cnnn3)ccc2O[C@H]1CN(C)Cc1ccncc1,0.1,-8
C[C@H](CO)N1C[C@H](C)[C@H](CN(C)S(=O)(=O)c2cccs2)Oc2ccc(NC(=O)Nc3ccc(F)cc3)cc2CC1=O,1.1,/
O=[N+]([O-])c1ccc(N2CCN(S(=O)(=O)c3ccc(F)cc3)CC2)cc1NCc1ccco1,-0.1,-1
C[C@H](CO)N1C[C@H](C)[C@@H](CN(C)Cc2ccccc2)Oc2ccc(NC(=O)Nc3ccc(F)cc3)cc2CC1=O,0.6,-22
CCCCN1CCCC1CNC(=O)c1cc(C#N)c2ccccc2c1OC (stereo unspecified),-1.0,/
COc1cc(OC)c2ccc(=O)oc2c1,/,-1
COc1ccc(S(=O)(=O)Nc2ccc3c(c2)C(=O)N([C@H](C)CO)C[C@H](C)[C@H](CN(C)C(=O)NC2CCCCC2)OCCCC[C@@H](C)O3)cc1,3.6,/
CO[C@H]1CN(C)C(=O)c2ccc(NC(=O)C3CCOCC3)cc2OC[C@H](C)N(Cc2cccnc2)C[C@H]1C,-0.2,5
CCCC(=O)Nc1ccc2c(c1)C(=O)N(C)C[C@H](OC)[C@H](C)CN(C(=O)CN(C)C)[C@H](C)CO2,0.1,-7
COc1ccccc1-c1cnc2c(c1)C(=O)N([C@H](C)CO)C[C@@H](C)[C@H](CN(C)Cc1cncnc1)O2,-7.3,9
C[C@H]1CN([C@@H](C)CO)C(=O)Cc2cc(NS(=O)(=O)c3cccs3)ccc2O[C@@H]1CN(C)C(=O)Nc1ccc2c(c1)OCO2,-0.6,/
C[C@H]1CN([C@@H](C)CO)C(=O)c2cc(Br)cnc2O[C@@H]1CN(C)CC1CCOCC1,-1.9,/
COc1ccc(NC(=O)Nc2cccc3c2O[C@H](CN(C)S(=O)(=O)c2ccc(OC)cc2)[C@@H](C)CN([C@@H](C)CO)C3=O)cc1,1.0,/
C[C@H]1CN([C@@H](C)CO)C(=O)Cc2cc(NC(=O)Nc3ccccc3)ccc2O[C@@H]1CN(C)Cc1ccc2c(c1)OCO2,-0.6,-21
CCC(=O)N1C[C@@H](C)[C@H](OC)CN(C)C(=O)c2ccc(NC(=O)c3cnccn3)cc2OC[C@H]1C,0.3,8
# (continued)
SMILES,IDH1 R132H inh,EZH2 inh
Cn1c(=O)n(C)c2cc(S(=O)(=O)NCc3ccco3)ccc21,-0.1,-25
C[C@H]1CN([C@@H](C)CO)C(=O)c2cc(C#CC3CC3)cnc2O[C@@H]1CN(C)C(=O)Cc1ccccn1,-6.2,-3
O=C(CN1C(=O)CNC1=O)Nc1cccc2ccccc12,0.1,-11
C[C@H](CO)N1C[C@H](C)[C@H](CN(C)S(=O)(=O)c2cn(C)cn2)Oc2c(NC(=O)c3ccncc3)cccc2C1=O,2.1,/
COc1ccc(NC(=O)C(Cc2ccccc2)N2C(=O)c3ccccc3C2=O)cc1 (stereo unspecified),0.2,-12
COCC(=O)N(C)C[C@@H]1Oc2cc(-c3ccncc3)ccc2S(=O)(=O)N([C@@H](C)CO)C[C@H]1C,-0.8,2
CCCC(=O)Nc1ccc2c(c1)C(=O)N(C)C[C@@H](OC)[C@@H](C)CN(C(=O)c1ccncc1)[C@@H](C)CO2,-0.1,2
C[C@@H]1CN([C@H](C)CO)C(=O)c2cccc(NC(=O)c3cnccn3)c2O[C@@H]1CN(C)C(=O)Nc1ccc(F)cc1,/,-7
C[C@@H]1CN([C@H](C)CO)C(=O)c2cc(NC(=O)c3ccncc3)ccc2O[C@H]1CN(C)S(=O)(=O)c1cccs1,5.6,/
CO[C@@H]1CN(C)C(=O)c2cc(NC(=O)c3nc4ccccc4s3)ccc2OC[C@@H](C)N(Cc2cncnc2)C[C@@H]1C,-0.7,-2
C[C@H](CO)N1C[C@H](C)[C@H](CN(C)Cc2ccc3c(c2)OCCN3C)OCc2ccccc2-c2ccccc2C1=O,/,-7
Cc1noc(C)c1S(=O)(=O)Nc1ccc2c(c1)CC(=O)N([C@H](C)CO)C[C@H](C)[C@@H](CN(C)Cc1ccc(Oc3ccccc3)cc1)O2,-0.1,/
C[C@@H]1O[C@@H](O[C@H]2[C@H](O[C@H]3CC[C@@]4(C)C(CC[C@]5(C)C4CC=C4C6CC(C)(C)CC[C@]6(C(=O)O[C@@H]6O[C@H](CO[C@@H]7O[C@H](CO)[C@@H](O[C@@H]8O[C@@H](C)[C@H](O)[C@@H](O)[C@H]8O)[C@H](O)[C@H]7O)[C@@H](O)[C@H](O)[C@H]6O)CC[C@]45C)[C@]3(C)CO)OC[C@H](O)[C@@H]2O)[C@H](O)[C@H](O)[C@H]1O (stereo partly specified),0.8,20
CC(C)NC(=O)N(C)C[C@@H]1Oc2ccc(NS(=O)(=O)c3ccc(F)cc3)cc2CC(=O)N([C@H](C)CO)C[C@@H]1C,/,-9
CCO[C@H]1OC(C(=O)NCc2ccccc2)=C[C@@H](c2ccc3c(c2)OCO3)[C@@H]1CCCO,/,-4
CO[C@H]1CN(C)C(=O)c2ccc(NC(=O)c3cnccn3)cc2OC[C@H](C)N(C)C[C@H]1C,/,-12
COc1ccc(NC(=O)CN(c2ccccc2F)S(C)(=O)=O)cc1Cl,-0.4,9
C[C@H](CO)N1C[C@H](C)[C@H](CN(C)S(C)(=O)=O)Oc2ccc(NC(=O)C3CCCCC3)cc2C1=O,/,15
O=C(Nc1cccc(Cl)c1)N[C@@H]1CC[C@@H](CCNC(=O)C2CCC2)O[C@@H]1CO,0.1,-6
CNC[C@H]1Oc2c(NC(=O)NC3CCCCC3)cccc2C(=O)N([C@@H](C)CO)C[C@@H]1C,2.4,8
CCCNC(=O)N(C)C[C@H]1Oc2cc(C3=CCCC3)ccc2S(=O)(=O)N([C@@H](C)CO)C[C@@H]1C,8.9,1
COc1ccccc1-c1cnc2c(c1)C(=O)N([C@@H](C)CO)C[C@@H](C)[C@@H](CN(C)Cc1ccc(F)cc1)O2,-0.3,-9
Cc1ccc(-c2ccc3c(c2)O[C@H](CN(C)C)[C@@H](C)CN([C@@H](C)CO)S3(=O)=O)cc1,-2.2,-10
CCC(=O)N(C)C[C@H]1Oc2ncc(-c3ccc(C)cc3)cc2C(=O)N([C@H](C)CO)C[C@@H]1C,0.7,/
O=C(Cc1ccccn1)N[C@H]1CC[C@@H](CC(=O)N2CCCCC2)O[C@@H]1CO,-0.1,-4
Cc1nc(SCC(=O)Nc2cccc(F)c2)c2c(C)c(C)sc2n1,0.1,-4
C[C@@H]1CCCCO[C@H](CN(C)S(=O)(=O)c2ccccc2)[C@H](C)CN([C@H](C)CO)C(=O)c2cc(NC(=O)Nc3ccc(C(F)(F)F)cc3)ccc2O1,-1.0,/

# Some of the compounds tested; rates above refer to the full screens.
